Screening data: PubChem, National Center for Advancing Translational Sciences (NCATS)
IMPase inh: IMPase inhibition in cells; P97697; CHO-M1 cells, IP1 accumulation, HTRF TR-FRET ratio; inhibition (IP1 accumulation), % at 46.1 µM; 120,000 tested, under 10 active; active means well fitted curve in the direction sought with a large enough effect in the signal ratio, not every such curve was filed as active; inconclusive means small, poorly fitted or top-dose-only effect, or a change in a side signal; inactive means no such curve, though single readings can be large or run the other way; the % refers to the signal ratio;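 further: cells stimulated with carbachol in lithium chloride buffer; plate controls were DMSO basal wells for no effect and reference inhibitor wells for full effect; higher means more IMPase inhibition seen as more IP1 and lower FRET ratio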
Target sequence (P97697 whole entry, looked up): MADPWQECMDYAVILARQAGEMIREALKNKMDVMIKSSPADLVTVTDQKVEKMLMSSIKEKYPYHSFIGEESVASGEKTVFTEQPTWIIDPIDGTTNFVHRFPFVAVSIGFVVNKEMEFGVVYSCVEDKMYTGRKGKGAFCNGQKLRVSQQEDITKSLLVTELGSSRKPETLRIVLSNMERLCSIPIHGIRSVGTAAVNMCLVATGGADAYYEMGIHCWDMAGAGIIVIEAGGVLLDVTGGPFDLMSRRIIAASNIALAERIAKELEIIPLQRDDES
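In this qHTS, compounds (final up to 46 uM) act on CHO-M1 cells that are then activated through the M1 receptor with carbachol, in pH 7.4 buffer containing 50 mM LiCl, for 30 min. IP1 accumulation is quantified by the IP-One immunoassay.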
15-hLO-2 inh: inhibitors of human 15-lipoxygenase 2 (ALOX15B); O15296; purified 15hLO-2, xylenol orange hydroperoxide absorbance; Potency, µM (top dose mostly 57.1 µM), for the others: at the highest dose activity change, negative = inhibition, most hits filed as inhibitors; hit rate 0.56% among 110,000; AID 881; further: potency means the concentration at half of the fitted maximal effect; nearly all actives have a fitted effect of over 60% in size; many of its hits are not listed in these tables
Target sequence (O15296 whole entry, looked up): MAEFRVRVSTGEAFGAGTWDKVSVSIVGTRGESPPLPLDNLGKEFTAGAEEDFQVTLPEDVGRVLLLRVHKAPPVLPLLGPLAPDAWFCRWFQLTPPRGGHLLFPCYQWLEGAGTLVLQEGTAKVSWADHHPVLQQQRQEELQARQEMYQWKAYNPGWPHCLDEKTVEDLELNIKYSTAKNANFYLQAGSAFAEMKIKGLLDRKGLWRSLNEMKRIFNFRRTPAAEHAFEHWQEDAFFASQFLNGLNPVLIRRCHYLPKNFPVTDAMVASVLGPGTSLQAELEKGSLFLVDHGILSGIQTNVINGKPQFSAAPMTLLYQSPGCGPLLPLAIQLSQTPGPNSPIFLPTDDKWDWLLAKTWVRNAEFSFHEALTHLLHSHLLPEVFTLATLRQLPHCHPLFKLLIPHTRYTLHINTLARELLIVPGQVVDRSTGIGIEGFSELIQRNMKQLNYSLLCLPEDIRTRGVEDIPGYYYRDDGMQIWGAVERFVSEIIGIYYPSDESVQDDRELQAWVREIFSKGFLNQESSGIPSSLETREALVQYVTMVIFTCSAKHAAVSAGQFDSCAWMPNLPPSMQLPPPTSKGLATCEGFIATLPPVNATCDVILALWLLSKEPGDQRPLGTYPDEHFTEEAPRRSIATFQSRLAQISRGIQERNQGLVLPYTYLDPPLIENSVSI
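Screening format was qHTS against 50 nM purified 15hLO-2 in Hepes pH 7.5 with detergent. Activity follows hydroperoxide formation from 45 uM arachidonic acid, measured as 573:405 nm absorbance ratio of the ferric-xylenol orange complex.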
12-hLO inh: 12-hLO (ALOX12) enzyme inhibition. P18054. purified 12-hLO, xylenol orange hydroperoxide absorbance. Potency, µM (series often up to 57.1 µM), for the others: at the highest dose activity change, negative = inhibition, usual class: inhibitors. hit rate 0.12% among 150,000. AID 1452; further: potency means the concentration at half of the fitted maximal effect; nearly all actives have a fitted effect of over 55% in size; many of its hits are not listed in these tables
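150 nM 12hLO, 25 mM Hepes pH 7.0 + 0.01% Triton X-100; cpd preinc 15 min RT; 40 uM arachidonic acid, 30 min RT; Fe-XO 30 min; A573/A405 ratio as read-out.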
PNC assembly inh: inhibitors of perinucleolar compartment assembly; activity change (PNC), negative = inhibition, % at 10 µM; PC3M PTB-GFP, PNC prevalence imaging, 16 h; active compounds read low; hit rate 3.1% among 140,000; AID 2417;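 active means readout at or below -70, meaning at least 70% loss of cells showing the perinucleolar compartment, a nuclear body marking cancer cells; inconclusive means readout between -30 and a set limit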;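 further: plate controls were DMSO wells for no effect and camptothecin positive control wells for full effect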
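PC3M cells stably expressing PTB-GFP, 750–1000 cells/well, treated 16 h at 37 °C with compound (23 nl of library stock), in duplicate. After paraformaldehyde fixation and Hoechst stain, imaged at 20x; PNC prevalence scored by image analysis.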
* hit, by the source's call; ? = inconclusive; · = not tested or not shown; [ ] = remark or other dose. Unless noted, the call rests on the fitted dose curve; in most records, active means well fitted curve in the direction sought with a large enough effect; inconclusive means small, poorly fitted or top-dose-only effect, or another doubt; inactive means no such curve, though single readings can be large; an effect the other way counts as inactive or inconclusive. Unless noted, on the % scale 0 is the no-effect control and ±100 the full control effect.

SMILES | IMPase inh | 15-hLO-2 inh | 12-hLO inh | PNC assembly inh
O=c1cc(-c2ccc(O)cc2O)oc2ccccc12 | -8 | -8% | -11% | ·
CCOC(OCC)P(=O)(O)CCCNCc1ccc(Cl)c(Cl)c1 | -1 | 12% | -3% | ·
Cc1ccc(NC(=S)NNC(=O)c2nn(C)cc2Cl)cc1 | 6 | 39%[activator] | -5% | 29
Cc1nn(Cc2ccccc2)c(Cl)c1C(=O)NCCc1ccc(Cl)cc1 | · | · | -3% | 2
O=C(CO/N=C/c1ccccc1OC(F)F)N1CCc2ccccc21 | · | · | -2% | 5
COc1cc(C(=O)NCC(C)C)cc(OC)c1OC | 6 | 6% | -3% | 9
COc1ccc(N2CCN(C(CNC(=O)c3cccc(Cl)c3)c3cccnc3)CC2)cc1 (stereo not drawn) | 4 | -1% | -3% | 21
C=CCOc1ccc(C2OC34CCCCC3C(C#N)(C#N)C2(C#N)C(=N)O4)cc1 (stereo not drawn) | -3 | -4% | -20% | 19
CCCCC(CC)CNC(=O)CN(C)S(=O)(=O)c1cccc2nsnc12 (stereo not drawn) | 5 | 7% | -11% | -27
CCOC(=O)C(NCCc1ccccc1F)(NC(C)=O)C(F)(F)F (stereo not drawn) | 2 | · | -2% | -25
CCn1c(SCC(=O)NC(C)(C)C)nc(O)cc1=O | -3 | -11% | -2% | 20
COc1cccc(Nc2n[nH]c(=S)s2)c1 | 11 | · | -14% | ?
O=C(CN1C(=O)c2ccccc2S1(=O)=O)N1CCN(Cc2ccc3c(c2)OCO3)CC1 | -3 | -4% | -1% | -29
CSCCC(NC(=O)c1ccc([N+](=O)[O-])cc1Cl)C(=O)OCC(=O)NCCCc1ccccc1 (stereo not drawn) | · | · | -3% | 13
CSCCC(NC(=O)c1ccc([N+](=O)[O-])cc1Cl)C(=O)OCC(=O)NCC(F)(F)F (stereo not drawn) | -2 | · | 2% | 75
COc1ccc(Nc2nc(S(=O)(=O)c3ccc(C)cc3)c(Cl)s2)cc1 | 13 | · | -7% | ?
N#CC(C#N)C(c1ccsc1)c1c(-c2ccccc2)[nH][nH]c1=O (stereo not drawn) | 1 | -7% | -5% | ?
COc1ccc(OC)c(NC(=O)[C@H]2CC=CC[C@H]2C(=O)O)c1 | -6 | -4% | 10% | 59
CCc1cc(-c2n[nH]c(=S)n2C(C)c2ccccc2)cs1 (stereo not drawn) | 0 | -17% | 16µM* | 38
CC1(C)C([N+](=O)[O-])C(c2ccc(Cl)cc2)NC(c2ccc(Cl)cc2)C1[N+](=O)[O-] (stereo not drawn) | 0 | · | -1% | -8
Cc1cc(C)c(S(=O)(=O)N2CCOC2CNC(=O)C(=O)NCCc2c[nH]c3ccccc23)c(C)c1 (stereo not drawn) | · | · | -2% | 56
OC1C2CN3CCN(C2)CC1(Cc1ccccc1)C3 (stereo not drawn) | -1 | · | 3% | ?
COC(=O)c1cc2c(s1)-c1ccccc1CC2 | -4 | 8% | -5% | ?
CCOC(=O)c1c(C)n(C)c2ccc(OCCN(C)C)cc12 | -1 | 13% | 9% | 3
CC1CCC(NC(=O)C2c3ccccc3C(=O)N2Cc2cccs2)CC1 (stereo not drawn) | · | · | 2% | -3
SMILES | IMPase inh | 15-hLO-2 inh | 12-hLO inh | PNC assembly inh
O=C(Nc1ccc(Cl)cc1)NC1CCCCC1 | 3 | -3% | 7% | 83
O=C(CCN1C(=O)C2CCCCC2C1=O)NNC(=O)c1cccc(Cl)c1 (stereo not drawn) | · | · | 7% | ?
NC(=O)c1cc(-c2ccccc2)nc(Oc2ccccc2)n1 | -1 | -1% | -3% | -117*
Cc1ccc(-n2ncc3c(NCc4ccccc4)ncnc32)cc1 | ? | -2% | -7% | -10
Cc1ccc(CNC(=O)CCNC(=O)c2ccc(Br)o2)cc1 | -5 | 2% | 2% | 58
O=C(Nc1ccc(N2CCN(C(=O)c3ccccc3)CC2)cc1)c1cc2ccccc2o1 | 27 | -7% | 0% | -6
O=C(CSc1nc(-c2ccc(F)cc2)cs1)N1CCOCC1 | -4 | 0% | -3% | 16
O=C(NCc1ccc2c(c1)OCO2)c1nn(-c2ccccc2)c(=O)c2ccccc12 | 0 | -4% | -10% | -22
O=C(Nc1ccccc1)C1CC(=O)N(C2CCCCC2)C1 (stereo not drawn) | 2 | -9% | 3% | 36
Cc1cc(C(C)(C)C)oc1C(=O)N(CC(=O)NC1CCCC1)Cc1ccc(Cl)cc1 | 6 | 3% | 0% | ?
CS(=O)(=O)N1CCC2(CC1)CN(c1ncccn1)C2 | · | -1% | 2% | ·
O=C(c1ccc(CNS(=O)(=O)c2cccc(C(F)(F)F)c2)cc1)N1CCOCC1 | ? | -3% | -1% | 23
OCCN(Cc1ccccc1)Cc1ccccc1Cl | 10 | -6% | -13% | -15
Cc1noc(C)c1C(=O)N1CCC[C@@]2(CCN(Cc3ccc(C#N)cc3)C2)C1 | · | 2% | -3% | ·
N#Cc1c(Nc2ccc(F)cc2)sc(C(=O)c2ccc(F)cc2)c1N | 7 | ? | ? | 2
COc1ccc(NC(=O)C2CCN(C(=O)c3ccccc3)CC2)cc1OC | -8 | -1% | -7% | -26
CCNc1nc(N)nc(Oc2ccc(OCC)nn2)n1 | -7 | 2% | -3% | ?
Cc1nc2ncnn2c(C)c1CCC(=O)NCCc1ccccc1 | -10 | 0% | 0% | 6
CCCOC(=O)C1=C(C)NC2=C(C(=O)CCC2)C1c1cccs1 (stereo not drawn) | -1 | -11% | 0% | 1
Cc1cc2cc(CNC(=O)c3cccc([N+](=O)[O-])c3)ccc2n1C | · | · | -4% | 10
O=C(CCS(=O)(=O)c1cc(Br)cc2c1N(C(=O)C1CC1)CC2)NCC1CCCO1 (stereo not drawn) | 3 | 3% | 0% | ?
Cc1cc(Cl)ccc1OCCCC(=O)N/N=C/c1cccc([N+](=O)[O-])c1 | · | · | 0% | 42
Cc1ccccc1OCC(=O)NN1CCN(C)CC1 | -3 | · | 6% | -22
COc1ccc(Cn2c(C)c(C)c(C#N)c2NC(=O)Nc2cccc(C)c2)cc1 | 12 | -16% | -10% | -6
Cc1ccccc1-n1c(-c2csc(C)c2C)n[nH]c1=S | · | · | -5% | 23
SMILES | IMPase inh | 15-hLO-2 inh | 12-hLO inh | PNC assembly inh
CC1(C)C(=O)C=C[C@]2(C)C1CC(=O)[C@]1(C)C2CC[C@@]2(C)C(c3ccoc3)OC(=O)C3O[C@@]321 (stereo partly drawn) | · | -10% | -4% | ·
C=C(C)C(=O)OCC(C)O (stereo not drawn) | · | 3% | 5% | ·
CSCCC(NC(=O)C12CC3CC(CC(C3)C1)C2)C(=O)OCC(=O)c1ccc(C)cc1 (stereo not drawn) | · | · | 3% | 26
O=C(O)CCn1cnc2c(=S)nc[nH]c21 | · | 0%[11.4 µM] | -2%[11.4 µM] | ·
c1ccc(-n2ncc3c(NCC4CCCO4)ncnc32)cc1 (stereo not drawn) | -1 | -5% | -5% | ?
CC(=O)Nc1cc(NC(C)=O)c(CC(C)C)s1 | -10 | -2% | 3% | ?
O=C(CN1C(=O)c2ccccc2C1=O)Nc1nc(-c2cccc([N+](=O)[O-])c2)cs1 | 4 | -7% | 1% | 33
CCOC(=O)Nc1sc(C)nc1-c1ccccc1 | -5 | -7% | 1% | ?
COc1ccc(NC(=O)CCOc2ccccc2)cc1 | 0 | -19% | 0% | -22
O=C(OC1CSc2nc3ccccc3n2C1)c1ccco1 (stereo not drawn) | -1 | 3% | -2% | ?
CCN(Cc1ccccc1)S(=O)(=O)c1ccc(S(=O)(=O)N2CCN(CCC#N)CC2)cc1 | -12 | 0% | 1% | 30
COc1ccccc1NC(=O)Nc1ccc2c(c1)OCCO2 | 2 | 3% | -3% | 26
Cc1ccc(-c2n[nH]c(=O)c3ccccc23)cc1S(=O)(=O)NCCN1CCOCC1 | 1 | 1% | -2% | -24
Cc1nnc(NC(=O)CC(NC(=O)C(F)(F)F)c2ccccc2)s1 (stereo not drawn) | -6 | · | -1% | 2
CCCCOC(=O)Nc1sc2c(c1C(=O)OC)CCC2 | -6 | -13% | -7% | -20
CCNC(=S)N(CCc1c(C)[nH]c2ccc(C)cc12)Cc1cc(OC)c(OC)c(OC)c1 | · | · | -5% | 42
Cc1ccc(S(=O)(=O)Nc2ccc(-c3nc4cc(NS(=O)(=O)c5ccc(C)cc5)ccc4o3)cc2)cc1 | -3 | -23% | ? | 11
CN(CC(=O)Nc1ccc(Cl)cc1)C(=O)c1cccc(S(=O)(=O)N(C)C)c1 | 6 | · | -7% | 44
O=C(COC(=O)C1=COCCO1)Nc1ccc2c(c1)OCO2 | -6 | 0% | -1% | 50
O=C(NC(=S)N1CCCc2ccccc21)c1ccc(Cl)cc1 | · | · | -2% | -107*
CCOCCCn1c(-c2ccc(Cl)cc2)n[nH]c1=S | -2 | -11% | -5% | -2
CCCCOc1ccc(NC(=O)[C@@H]2CCCN2C(=O)C2CCN(S(=O)(=O)c3ccc(C)cc3)CC2)cc1 | · | · | -10% | 7
CCCOc1ccccc1C1NC(=O)NC(C)=C1C(=O)OCCOC (stereo not drawn) | -12 | -6% | -2% | 20
COC(=O)N[C@H](c1ccccc1)[C@@]1(C)C[C@@H]1[C@@H](C)C(=O)Nc1ccc2ccccc2c1 | · | 19% | ? | ·
Cc1ccc(Cl)c2c1NC(=O)C2(O)CC(=O)c1ccc(F)cc1 (stereo not drawn) | -3 | -1% | -8% | -24

4 structures out of the list, sorted by molar mass, falling:
SMILES | IMPase inh | 15-hLO-2 inh | 12-hLO inh | PNC assembly inh
Cc1ccc(S(=O)(=O)Nc2ccc(-c3nc4cc(NS(=O)(=O)c5ccc(C)cc5)ccc4o3)cc2)cc1 | -3 | -23% | ? | 11
CN(CC(=O)Nc1ccc(Cl)cc1)C(=O)c1cccc(S(=O)(=O)N(C)C)c1 | 6 | · | -7% | 44
Cc1nnc(NC(=O)CC(NC(=O)C(F)(F)F)c2ccccc2)s1 (stereo not drawn) | -6 | · | -1% | 2
O=C(OC1CSc2nc3ccccc3n2C1)c1ccco1 (stereo not drawn) | -1 | 3% | -2% | ?

New compounds follow.
SMILES | IMPase inh | 15-hLO-2 inh | 12-hLO inh | PNC assembly inh
O=[N+]([O-])c1ccccc1S(=O)(=O)Oc1ccccc1/C=N/n1cnnc1 | · | · | -1% | ?
O=C(O)C1CC=CCC1C(=O)N1CCc2ccccc21 (stereo not drawn) | 5 | · | -1% | -20
CCOC(=O)N1CCC(NC(=O)c2ccc3snnc3c2)CC1 | 0 | -2% | -6% | ?
CSc1ccc(CN(C)CC(=O)Nc2ccc(C)cc2Br)cc1 | · | · | 0% | -6
CCCNS(=O)(=O)c1ccc(CCC(=O)Nc2ccc3c(c2)OCCO3)cc1 | · | · | 2% | -6
COc1cc(OC)c(C(=O)NC2CC(C)(C)NC(C)(C)C2)cc1OC | -4 | 4% | 6% | ?
O=C(OCC(COC(=O)c1ccccc1)(COC(=O)c1ccccc1)COC(=O)c1ccccc1)c1ccccc1 | · | 4% | -3% | ·
O=C(CCN1C(=O)c2ccccc2C1=O)Nn1cnnc1 | 2 | -3% | -4% | 34
CSc1cc(-c2ccccc2)n(Cc2ccc(Cl)cc2Cl)c(=O)c1C#N | -10 | -9% | 3% | 59
CC1CCCC(C)N1C(=O)CSc1nnc(NC(=O)Cc2cccs2)s1 (stereo not drawn) | 6 | -17% | -2% | 24
CC(=O)c1c(C)[nH]c(C(=O)Nc2ccc(Cl)c(S(=O)(=O)N3CCOCC3)c2)c1C | 6 | · | -2% | 42
O=C(CO/N=C/c1ccccc1)N1c2ccccc2Oc2ccccc21 | · | · | 3% | 2

Some of these compounds in order of their number in 15-hLO-2 inh, high to low.
SMILES | IMPase inh | 15-hLO-2 inh | 12-hLO inh | PNC assembly inh
COc1cc(OC)c(C(=O)NC2CC(C)(C)NC(C)(C)C2)cc1OC | -4 | 4% | 6% | ?
O=C(CCN1C(=O)c2ccccc2C1=O)Nn1cnnc1 | 2 | -3% | -4% | 34
CSc1cc(-c2ccccc2)n(Cc2ccc(Cl)cc2Cl)c(=O)c1C#N | -10 | -9% | 3% | 59

Random draw from the library (roughly 3.1% active in at least one column).
